Assay outcomes from PubChem BioAssay.
aSyn 5UTR inh = MLPCN primary screen, SNCA 5' untranslated region; AID 1813, 2009; alpha-synuclein 5'UTR reporter, inhibitor activity; inhibition, % (tested at 7.5 µM); 300,000 tested, 0.82% active; in the data active means inhibition above about 60%; inconclusive means no clear call, values can overlap the other calls;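 further: H4 neuroglioblastoma cells stably carrying SNCA 5'UTR luciferase fusion; 0% = DMSO wells and 100% = positive control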
GSK3beta inhib = human GSK3beta kinase inhibitors, primary screen, biochemical, cell-free homogeneous, HTS; Glycogen synthase kinase-3 beta (Homo sapiens), P49841; GST-GSK3beta kinase, ADP-Glo luminescence, 60 min; hits give low values; activity score (negative = inhibition), % at 10 µM; 300,000 tested, 0.038% active;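 active means more than half of replicate wells score below -50%, meaning over 50% inhibition versus plate controls; inconclusive means some replicates but at most half score below -50%; inactive means no replicate scores below -50%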;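 further: 0% = median DMSO wells and -100% = median GW8510 positive control wells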
Target sequence (P49841 whole entry, looked up): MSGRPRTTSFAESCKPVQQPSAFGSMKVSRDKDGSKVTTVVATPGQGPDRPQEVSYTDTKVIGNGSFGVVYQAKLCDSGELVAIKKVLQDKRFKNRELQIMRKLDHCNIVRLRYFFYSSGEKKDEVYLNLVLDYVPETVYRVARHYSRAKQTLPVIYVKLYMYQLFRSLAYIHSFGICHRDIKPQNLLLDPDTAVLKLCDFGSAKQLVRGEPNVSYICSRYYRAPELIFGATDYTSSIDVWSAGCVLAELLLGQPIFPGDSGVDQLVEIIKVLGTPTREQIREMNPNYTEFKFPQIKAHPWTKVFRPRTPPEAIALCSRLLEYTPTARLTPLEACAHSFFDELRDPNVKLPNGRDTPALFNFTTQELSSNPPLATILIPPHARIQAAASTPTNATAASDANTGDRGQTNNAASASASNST
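Assay system: GST-fused GSK3beta enzyme, cell-free / Medium: Tris pH 7.5 buffer with MgCl2, DTT, BSA, heparin / Also added: peptide substrate plus 25 µM ATP (final) / Compound: 10 µM single point / Timing: kinase reaction with compound 60 min at room temperature / Detection: ADP-Glo luminescence / Benchmarks: DMSO neutral wells and GW8510 at 20 µM as positive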
HSF1 activator = HSF-1 activators, primary screen, NIH3T3-HGL cells, MG132 stress, luminescence, single point. NIH3T3-HGL HSF-1 luciferase reporter, 8 h; 100% = twice DMSO control signal. 300,000 tested, 1.7% active. AID 504408, 2011. activation, % at 9 µM;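 active means mean replicate activation of at least 50% with a set share of replicates each reaching 50%; inconclusive means only one of those two conditions met; inactive means mean below 50% and too few replicates reaching it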;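 further: 0% = median of the neutral control wells and 100% = twice that signal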
KLF5 inhibitor = KLF5 expression inhibitors, primary screen, DLD-1 cells, luminescence. DLD-1 KLF5 promoter-luciferase reporter. inhibition, % at 5 µM. 290,000 tested, 0.23% active;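 active means inhibition above a per-plate limit of that plate's mean compound inhibition plus 3 SD, cut at about 60% in these data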;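 further: 0% = DMSO wells and 100% = LY294002 at 200 µM; higher means less KLF5 promoter-driven luciferase light; inactives centre near -14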
GSK3 alpha inh = blockers of GSK3A enzyme activity – biochemical, luminescence, cell-free homogeneous, HTS, primary screen; Glycogen synthase kinase-3 alpha (Homo sapiens), P49840; AID 2650, 2010; GSK-3 alpha kinase, ADP-Glo luminescence, 60 min; 320,000 tested, 0.1% active; inhibition, % at 10 µM;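 in the data active means inhibition above about 50%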;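 further: GST-tagged GSK-3 alpha with peptide substrate and 25 µM ATP; 0% = DMSO neutral wells and 100% = GW8510 positive control wells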
Target sequence (P49840 whole entry, looked up): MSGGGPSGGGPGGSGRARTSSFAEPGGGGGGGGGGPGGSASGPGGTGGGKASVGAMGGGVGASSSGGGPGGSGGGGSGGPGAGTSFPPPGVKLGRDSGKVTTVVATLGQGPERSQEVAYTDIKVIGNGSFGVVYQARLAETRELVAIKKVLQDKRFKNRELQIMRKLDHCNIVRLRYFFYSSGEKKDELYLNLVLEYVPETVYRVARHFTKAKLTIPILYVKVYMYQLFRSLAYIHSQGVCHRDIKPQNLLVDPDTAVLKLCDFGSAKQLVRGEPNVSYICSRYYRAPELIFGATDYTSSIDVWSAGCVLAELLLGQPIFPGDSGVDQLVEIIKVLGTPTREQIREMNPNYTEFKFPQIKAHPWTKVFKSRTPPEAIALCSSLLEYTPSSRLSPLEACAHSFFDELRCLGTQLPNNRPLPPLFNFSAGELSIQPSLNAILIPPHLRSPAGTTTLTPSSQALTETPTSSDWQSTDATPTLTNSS
HSF1 inh = HSF1 inhibitors in luciferase reporter cells, primary screen, cell-based, NIH3T3, luminescence; AID 2098, 2009; activity change, negative = inhibition, % at 7.5 µM (by protocol); NIH3T3-HGL HSE-luciferase, MG132-induced, luminescence 8 h; hits give low values; 300,000 tested, 0.77% active;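 active means more than half of replicate wells show activity change below -50%, luminescence cut by over half; inconclusive means some wells, but at most half, below -50%; inactive means no replicate well below -50%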;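 further: luciferase reports HSF-1 transcriptional activity via heat shock element; 0% = median of DMSO wells and -100% = zero luminescence signal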
IEC-6 tox = cytotoxicity in IEC-6 intestinal epithelial cells, primary screen, cytotoxicity control for KLF5 inhibitor project, cell-based, luminescence | IEC-6 cytotoxicity, luminescence viability | inhibition, % at 5 µM | 290,000 tested, 0.78% active; in the data active means inhibition above about 22%;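 further: 0% = plate median of test compound wells and 100% = cytotoxic reference compound wells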
AI-2 QS modul = Vibrio harveyi AI-2 quorum sensing modulators, primary screen, JMH597 strain, luminescence/OD600 ratio; 300,000 tested, 0.4% active; AID 2094, 2009; Vibrio harveyi JMH597 AI-2 luminescence/OD600 ratio, 9 h; hits give low values; strain lacks LuxN and CqsS sensors; 0 = neutral-control median; activity change, % at 7.5 µM; in the data active means activity change below about -75%, passing the limit was not always enough; inconclusive means no clear call, values can overlap the other calls;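 further: luminescence divided by OD600 gain over 9 h not by final OD600 alone; inactives centre near 13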
HSP90 refold inh = HSP90 inhibitors, primary screen, cell lysate, luminescence; Heat shock protein HSP 90 (rabbit reticulocyte lysate; luciferase refolding); Rabbit reticulocyte lysate, luciferase refolding luminescence, 3 h; inhibition, % at 5.6 µM; 290,000 tested, 0.91% active;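 active means inhibition above the screen-wide mean plus 3 SD, computed separately per campaign, cut at about 16% in these data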;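 further: 0% = DMSO wells and 100% = 60 µM geldanamycin wells; inhibitors lower the luminescence because luciferase stays unfolded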
PolyA inhibitor = polyadenylation inhibitors in yeast reporter cells, primary screen, luminescence, S. cerevisiae; S. cerevisiae SKY197-pL101 polyadenylation reporter, beta-gal luminescence; efflux-impaired pdr1/pdr3 knockout yeast; score 100 = 6 SD above DMSO; calls only at 12 µM; 300,000 tested, 0.02% active;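 active means lowest replicate activity score at least 50, where 100 means six control SD above control mean; inconclusive means lowest score under 50 but half or more replicates reach 50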;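 further: yeast exposed to compound for 9 h at 30 °C; higher score means more reporter readthrough which indicates perturbed polyadenylation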
Active calls of the source: *; i = inactive; ? = inconclusive; / = no result given. These rows are one share of the data; rates above refer to the full screens.

SMILES	aSyn 5UTR inh	GSK3beta inhib	HSF1 activator	KLF5 inhibitor	GSK3 alpha inh	HSF1 inh	IEC-6 tox	AI-2 QS modul	HSP90 refold inh	PolyA inhibitor
CN1CCN(/N=C/c2ccc(-c3ccccc3)cc2)CC1	-133	1	32	-35	2	13	-6	5	3	i
COc1ccc(C2CC(c3ccc(Br)cc3)=NN2C(=O)c2cccnc2)cc1 (stereo unspecified)	29	-1	30	13	4	12	3	19	-7	i
C=CCC(NCc1ccco1)c1ccc(OC)c(OC)c1 (stereo unspecified)	14	-22	?	-14	-2	26	-1	7	0	i
COc1ccc(/C(N)=N/OC(=O)c2cccs2)cc1	10	-2	17	-60	0	6	2	11	15	i
CC(=O)C1=C(O)C(=O)N(Cc2ccccc2)C1c1cccs1 (stereo unspecified)	5	2	-1	-29	0	0	-8	62	-1	i
S=C(NCCN1CCOCC1)Nc1cccc(Cl)c1	16	-2	-5	11	0	0	5	22	1	i
C=CCSC1=N/C(=C\C=C\c2ccco2)C(=O)S1	13	2	-16	-29	4	-19	-14	-5	1	/
COc1c(C(C)C)cc(NC(C)=O)cc1C(C)C	11	2	20	-27	-2	2	-4	20	0	i
CCOC(=O)c1cc2c(ccn2C)n1CC(=O)N(C)C	2	-2	-6	-34	0	-5	-3	17	0	i
O=C(Cn1cc([N+](=O)[O-])cn1)NCCc1c[nH]c2ccccc12	/	-1	/	-36	-2	/	1	7	2	/
COc1ccc(OCCCC(=O)Nc2ncn[nH]2)cc1	-2	5	11	-14	-2	-8	-1	3	0	i
O=C1COc2ccc(C(=O)CSc3nc4ccccc4c(=O)n3-c3ccc(Cl)c(Cl)c3)cc2N1	26	1	17	-25	-1	1	0	41	-1	i
Cc1cc(C)c2nc(SCC(=O)N3CC(=O)Nc4ccccc43)c(C#N)cc2c1	67*	-3	38	-2	1	14	0	12	-1	i
O=C(COc1ccc(-n2cnnn2)cc1)Nc1cccc(Cl)c1Cl	4	5	18	-12	2	5	-5	14	5	i
CCCn1nnnc1-c1cc(Cl)cc(Cl)c1	15	1	-9	-3	0	5	-4	8	0	i
O=C1CC(N(Cc2ccc3c(c2)OCO3)C(=O)Nc2ccc(F)cc2)C(=O)N1c1ccccc1 (stereo unspecified)	14	0	57*	-22	-3	10	-3	12	-4	/
CCOc1ccc2nc(SCC(=O)NCc3ccco3)sc2c1	-30	1	14	-2	-2	15	3	21	-1	i
COc1ccc(-c2nn(-c3ccccc3)cc2CNC(=O)c2cccc([N+](=O)[O-])c2)cc1	8	2	/	-10	-5	/	3	6	3	i
Cn1cc(C(=O)Nc2ccc3c(c2)CCC3)cn1	-105	-1	25	-53	2	-2	0	10	-2	i
CC(OC(=O)c1nc(Cl)ccc1Cl)C(=O)Nc1ccccc1F (stereo unspecified)	3	0	-11	/	3	-2	/	3	/	i

Taken from the entries so far, 13 compounds:
SMILES	aSyn 5UTR inh	GSK3beta inhib	HSF1 activator	KLF5 inhibitor	GSK3 alpha inh	HSF1 inh	IEC-6 tox	AI-2 QS modul	HSP90 refold inh	PolyA inhibitor
CN1CCN(/N=C/c2ccc(-c3ccccc3)cc2)CC1	-133	1	32	-35	2	13	-6	5	3	i
COc1ccc(C2CC(c3ccc(Br)cc3)=NN2C(=O)c2cccnc2)cc1 (stereo unspecified)	29	-1	30	13	4	12	3	19	-7	i
C=CCC(NCc1ccco1)c1ccc(OC)c(OC)c1 (stereo unspecified)	14	-22	?	-14	-2	26	-1	7	0	i
COc1ccc(/C(N)=N/OC(=O)c2cccs2)cc1	10	-2	17	-60	0	6	2	11	15	i
CC(=O)C1=C(O)C(=O)N(Cc2ccccc2)C1c1cccs1 (stereo unspecified)	5	2	-1	-29	0	0	-8	62	-1	i
S=C(NCCN1CCOCC1)Nc1cccc(Cl)c1	16	-2	-5	11	0	0	5	22	1	i
C=CCSC1=N/C(=C\C=C\c2ccco2)C(=O)S1	13	2	-16	-29	4	-19	-14	-5	1	/
COc1c(C(C)C)cc(NC(C)=O)cc1C(C)C	11	2	20	-27	-2	2	-4	20	0	i
CCOC(=O)c1cc2c(ccn2C)n1CC(=O)N(C)C	2	-2	-6	-34	0	-5	-3	17	0	i
O=C(Cn1cc([N+](=O)[O-])cn1)NCCc1c[nH]c2ccccc12	/	-1	/	-36	-2	/	1	7	2	/
COc1ccc(OCCCC(=O)Nc2ncn[nH]2)cc1	-2	5	11	-14	-2	-8	-1	3	0	i
O=C1COc2ccc(C(=O)CSc3nc4ccccc4c(=O)n3-c3ccc(Cl)c(Cl)c3)cc2N1	26	1	17	-25	-1	1	0	41	-1	i
Cc1cc(C)c2nc(SCC(=O)N3CC(=O)Nc4ccccc43)c(C#N)cc2c1	67*	-3	38	-2	1	14	0	12	-1	i

Additional records:
SMILES	aSyn 5UTR inh	GSK3beta inhib	HSF1 activator	KLF5 inhibitor	GSK3 alpha inh	HSF1 inh	IEC-6 tox	AI-2 QS modul	HSP90 refold inh	PolyA inhibitor
O=C(O)CSc1c2c(nc3cc(C(=O)N4CCCC4)ccc13)CCCC2	-15	2	3	-5	0	-2	4	16	1	/
COc1cc(OC)c(NC2c3ccccc3C(=O)N2c2cc(C)ccn2)cc1Cl (stereo unspecified)	-1	3	32	-8	0	26	7	15	-6	i
CCn1c(SCC(=O)Nc2cc(C)on2)nnc1-c1cccnc1	9	1	-5	-10	-1	3	1	3	3	i
CC(C)(C)OC(=O)N[C@@H](Cc1ccccc1)c1nnc(SCC(=O)O)o1	-13	-1	-4	-25	3	-2	-3	9	-1	i
O=C(Nc1ccccc1)c1ccccc1NC(=O)C1CCCCC1	7	3	-16	-10	-1	1	-6	5	1	i
Cc1ccccc1NC(=O)Cc1nc(COC(=O)c2cccc(C)c2O)cs1	2	0	1	-42	-3	6	-2	14	2	i
Cc1ccccc1SCC(=O)Nc1ccc(N2CCOCC2)cc1	2	1	4	-18	-3	0	-4	12	2	i
C=CCNC(=S)Nc1ccc(C)c(S(=O)(=O)N2CCCCC2)c1	18	7	12	31	0	-6	6	8	5	i
Cc1c(C)c2ccc(OC(C)C(=O)NCc3ccccn3)cc2oc1=O (stereo unspecified)	-4	-1	12	-36	4	7	4	2	3	i
O=C1CSC(c2ccco2)N1 (stereo unspecified)	1	2	-13	-21	-33	-1	-5	-2	0	i
Nc1ccc2c3c(cccc13)C(=O)N(c1ccccc1)C2=O	17	1	3	-14	/	-1	0	18	0	/
O=C(Nn1cnnc1)c1cc2cc(Br)ccc2oc1=O	-19	2	8	1	1	1	-5	5	-2	i
c1ccc(-n2nnnc2NCCc2c[nH]c3ccccc23)cc1	26	-7	13	-26	0	-1	6	13	0	i
CC(=O)c1cc(CC(=O)N2CCc3c([nH]c4ccccc34)C2c2ccccn2)cs1 (stereo unspecified)	-13	2	0	-2	-2	1	6	9	2	i
Cc1cc(Cl)cc(C)c1OCC(=O)O	15	3	1	/	-1	1	/	8	/	i
O=C1/C(=C/c2ccc(N3CCCC3)cc2)NC(=S)N1C1CC1	-55	-6	/	-16	-2	/	-8	12	-2	i
O=C(OCc1nnc(-c2ccccc2)o1)c1ccco1	-6	2	19	-4	-7	1	-1	-3	-2	i
Cc1ccc(NC(=O)CN2CCc3ccccc3C2)cc1F	2	2	1	-17	0	1	-1	10	1	i
O=C(c1ccc(=O)[nH]c1)N(Cc1ccco1)C1(C(=O)NC2CCCC2)CCCCC1	1	1	9	-10	-1	14	-6	16	0	i
CCN(Cc1cnn(C)c1)Cc1nc(C(c2ccccc2)c2ccccc2)no1	-8	0	12	-7	-3	9	-5	8	0	i
CCSc1nc(-c2ccccc2)c(-c2ccccc2)n1CC(O)CO (stereo unspecified)	13	-1	-2	-10	3	1	-6	31	0	i
CCc1cccc(CC)c1NC(=O)CO/N=C(\C)c1cccs1	7	-1	-12	-43	0	0	-2	13	6	i
CC(C)(C)OC(=O)N/N=C\c1ccc(OC(=O)c2ccco2)cc1	-84	0	1	-53	0	4	4	13	-1	i
CCn1c(SCC(=O)N2c3ccccc3CC2C)nnc1-c1ccco1 (stereo unspecified)	17	0	-14	-26	-1	-3	-5	23	-4	i
N#C/C(=C\c1ccccn1)c1nc2ccccc2s1	-74	-3	83*	-17	7	77	4	13	0	i
CCN(CC(=O)NC(=O)Nc1ccccc1F)Cc1ccccc1	-16	1	-3	/	-3	-3	/	11	/	i
O=C(NCc1ccccc1C(F)(F)F)C1CCC(=O)N(C2CCCCCC2)C1 (stereo unspecified)	6	2	-14	-43	-2	-5	0	15	-1	i
COc1ccc(N2CCN(CCNC(=O)Nc3ccc(Cl)cc3)CC2)cc1	-24	1	-10	-9	-2	0	-2	13	0	i
COc1ccc(NC(=O)C2CCCN2C(=O)Nc2ccc(OC)cc2)cc1 (stereo unspecified)	4	-5	5	5	/	-12	4	4	4	/
CCOC(=O)c1csc(NC(=O)CSc2nnnn2-c2ccc(OC)cc2)n1	14	5	-13	-10	-3	-7	2	0	5	i
CC1=C(C)CC(C(=O)NNC(=O)c2csc3c2CCC(C(C)(C)C)C3)C(C(=O)O)C1 (stereo unspecified)	14	2	2	-38	-3	1	-1	23	-5	i
